From PubChem BioAssay
ERK EGF block = blocks ERK signaling stimulated by EGF; Potency, µM (highest dose often 11.5 µM), without a hit: top-dose activity change, negative = inhibition, usual class: inhibitors; HEK293-V1b, EGF-stimulated phospho-ERK AlphaScreen; actives 0.41% (n = 130,000); active = well fitted inhibition curve with a large enough effect; inconclusive = small, poorly fitted or top-dose-only effect, or effect the other way;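 also: plate controls were stimulated vehicle wells for no effect and unstimulated vehicle basal for full effect; nearly all actives have a fitted effect of over 55% in size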
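After overnight plating in 1% FBS, HEK293-V1b cells received test compound for half an hour, then a 5 min pulse of EGF (25 nM); ERK phosphorylation in lysates was read by bead-based AlphaScreen.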
* hit, by the source's call; u = inconclusive; [ ] = dose if it differs, or a comment. Potency is read from the fitted curve at half-maximal effect.

SMILES	ERK EGF block
CN1C[C@H](C(=O)N[C@]2(C)O[C@@]3(O)[C@H]4CCCN4C(=O)[C@H](Cc4ccccc4)N3C2=O)C[C@H]2c3cccc4[nH]cc(c34)C[C@@H]21	-1%
C=CC1=C(C)C2=Cc3c(C=C)c(C)c4[n]3[Sn+2][n]3c(c(C)c(CCC(=O)O)c3=CC3=NC(=C4)C(C)=C3CCC(=O)O)=CC1=N2	-10%
N#C/C(=C\c1ccccc1[N+](=O)[O-])C(=O)NCc1ccccc1	-7%[57.5 µM]
O=C(CC(Nc1ccccc1Cl)C(=O)O)c1ccccc1 (configuration not stated)	1%
Cc1ccc(NC(=O)C2CC(=O)N(CCc3ccccc3)C2)c(C)c1 (configuration not stated)	6%
Nc1ncc(-n2cncn2)c(-c2ccc(Cl)cc2)n1	-4%
N#CCCN(C(=O)COc1ccc(C#N)cc1)c1ccc(F)cc1	5%
O=C(NN=C1CCCCC1)NC1CCCCC1	0%
CCOC(=O)N1CCN(C(=S)Nc2ccc3nc(N4CCN(CC)CC4)cc(C)c3c2)CC1	1%
Cc1n[nH]c(=S)n1/N=C/c1ccccc1OCc1ccc(Cl)cc1Cl	-8%
Cc1ccccc1NC(=O)N1CCN(C(=O)c2ccco2)CC1	0%
CCCNC(=O)c1onc(CSc2ccncc2)c1C(=O)NCCC	-6%[57.5 µM]
COc1ccc(C)cc1NC(=O)CCCN1C(=S)NC(C)(C)CC1C (configuration not stated)	3%
COc1ccc(OC)c(-c2cc(C(=O)NCc3ccc(Cl)cc3)no2)c1	-5%
O=C(NC(Cc1ccccc1)C(=O)O)/C(=C\c1ccccc1F)NC(=O)c1ccccc1 (configuration not stated)	-2%
Nc1c(-c2cccc([N+](=O)[O-])c2)nc2ccccn12	-20%
COc1ccccc1/C=C(/NC(=O)c1ccc(Cl)cc1Cl)C(=O)O	-3%
CCC(C)NC(=O)C1c2cc(OC)c(OC)cc2C(=O)N(C)C1c1ccc(OC)cc1 (configuration not stated)	0%
CCCCNC(=O)C1CCN(S(=O)(=O)N2CCCCCC2)CC1	-2%
CC1(C)Cc2c(c(N3CCCC3)nc3sc4c(N5CCN(CCO)CC5)ncnc4c23)CO1	-14%[57.5 µM]
COc1ccc(-n2c(=O)c3c4c(sc3n(CC(=O)Nc3cc(C)[nH]n3)c2=O)CCC4)c(OC)c1	-3%
O=C(NCc1ccc(F)cc1)c1ccccc1OCc1ccccc1	1%
COc1ccc(N2C(S)=C(C#N)C(=O)NC23CCCCC3)cc1	-1%
O=C1C2C3C=CC(C3)C2C(=O)N1c1ccc(N2CCN(c3ccccn3)CC2)c([N+](=O)[O-])c1 (configuration not stated)	u
Cc1cccc(NC(=O)C2(C)CC3c4ccccc4C2c2ccccc23)c1C (configuration not stated)	8%

Reformatted with the structure last: entries from further up
| ERK EGF block | SMILES |
| --- | --- |
| 1% | O=C(NCc1ccc(F)cc1)c1ccccc1OCc1ccccc1 |
| -6%[57.5 µM] | CCCNC(=O)c1onc(CSc2ccncc2)c1C(=O)NCCC |

Molecules from the list above that contain a nitro group on carbon, in the order listed:
SMILES	ERK EGF block
N#C/C(=C\c1ccccc1[N+](=O)[O-])C(=O)NCc1ccccc1	-7%[57.5 µM]
Nc1c(-c2cccc([N+](=O)[O-])c2)nc2ccccn12	-20%
O=C1C2C3C=CC(C3)C2C(=O)N1c1ccc(N2CCN(c3ccccn3)CC2)c([N+](=O)[O-])c1 (configuration not stated)	u

The main list resumes, repeating the 6 entries before the break.
SMILES	ERK EGF block
CC1(C)Cc2c(c(N3CCCC3)nc3sc4c(N5CCN(CCO)CC5)ncnc4c23)CO1	-14%[57.5 µM]
COc1ccc(-n2c(=O)c3c4c(sc3n(CC(=O)Nc3cc(C)[nH]n3)c2=O)CCC4)c(OC)c1	-3%
O=C(NCc1ccc(F)cc1)c1ccccc1OCc1ccccc1	1%
COc1ccc(N2C(S)=C(C#N)C(=O)NC23CCCCC3)cc1	-1%
O=C1C2C3C=CC(C3)C2C(=O)N1c1ccc(N2CCN(c3ccccn3)CC2)c([N+](=O)[O-])c1 (configuration not stated)	u
Cc1cccc(NC(=O)C2(C)CC3c4ccccc4C2c2ccccc23)c1C (configuration not stated)	8%
CCOc1ccc(C(C)NC(=S)NCc2ccc(Cl)cc2)cc1 (configuration not stated)	11%
O=c1[nH]c(CSc2ccccn2)nc2c1oc1ccccc12	4%
O=C1CN(C(=O)COc2ccc(Br)cc2)c2ccccc2N1	-1%
Cc1cc(C)c(NC(=O)/C(C#N)=C/c2ccc(OCc3ccc(F)cc3)cc2)c(C)c1	2%
S=C(c1c[nH]c2ccccc12)N1CCOCC1	-6%
O=C(Cc1ccc(Br)cc1)NCCc1ccc(Cl)cc1Cl	-6%
C/C(CC1CC(C)OC1=O)=N\NC(N)=S (configuration not stated)	3%
O=C(COc1ccccc1)N1CCN(c2ncccn2)CC1	-4%
CN(CC(=O)Nc1ccc(SC(F)F)cc1)C1CCCCC1	0%
COc1ccc(CC(=O)NNC(=S)NCC2CC2)cc1OC	-1%[57.5 µM]
COc1cccc([C@@H]2Oc3ccc(Br)cc3C[C@H]2OC(=O)NCCc2ccc(OC)c(OC)c2)c1	9%
CN(C)CCNC(=O)/C(=N\O)c1ccccn1	-4%
O=C(O)C1(c2ccccc2)CCN(S(=O)(=O)c2cccs2)CC1	-1%
CCN(CC)S(=O)(=O)c1cccc(NC(=O)c2ccc(Sc3nncn3C)c([N+](=O)[O-])c2)c1	-6%
COc1ccc(Nc2nc(N/N=C/c3ccc(N(C)C)cc3)nc(C)c2[N+](=O)[O-])cc1	-7%
COC(=O)C[N+](C)(C)CC#Cc1ccccc1	11%
CNc1ccccc1C(C)(C)c1cc(-c2ccc(F)cc2)no1	-5%
CN(C)CC(C)(C)CNS(=O)(=O)c1ccc(Cl)c(Cl)c1	-1%
CC12CC(O)C3c4ccc(O)cc4CCC3C1CCC2=O (configuration not stated)	1%
Cc1ccc(C(C)C)c(OCC(=O)NN=C2CCCC2)c1	1%
O=C1c2ccccc2NC(c2ccc([N+](=O)[O-])cc2)N1O (configuration not stated)	2%
COc1ccc(Cc2c(O)nc(SCC(=O)N3CCCCCC3)[nH]c2=O)cc1	1%
CCOC(=O)N1CCN(c2ccc(C(F)(F)F)cn2)CC1	25%
NC(=O)C1CCN(C(=O)CCC(=O)c2ccc(Br)cc2)CC1	-2%
Clc1ccccc1N=C1SCCS1	1%[57.5 µM]
The list goes on.
SMILES	ERK EGF block
COC(=O)[C@@H]1C[C@H]1[C@@H](NC(C)=O)c1ccccc1	13%
CCN(C(=O)COC(=O)CNC(=O)c1ccc2ccccc2c1)C1CCS(=O)(=O)C1 (configuration not stated)	5%
CCCCN(CC)S(=O)(=O)c1ccc(C(=O)N(CCCN(C)C)c2nc3cc(C)cc(C)c3s2)cc1	1%
Cc1cc([N+](=O)[O-])cc2c1NC(=O)C2(O)N1CCCCCC1 (configuration not stated)	-1%
O=C(N/N=C/c1ccc(O)cc1)c1csc2c1CCCC2	5%
CCCOc1ccccc1NC(=O)c1ccc([N+](=O)[O-])cc1	-6%
Cn1c(=O)[nH]c(=O)c2c1nc(Br)n2C/C=N/NC(N)=S	1%[57.5 µM]
O=C(NC(Cc1c[nH]c2ccccc12)C(=O)OCC(=O)c1cccc2ccccc12)c1cccs1 (configuration not stated)	-2%
Nc1nc(-c2c(Cl)cccc2Cl)no1	-14%[57.5 µM]
CN(CCC#N)C(=O)CSc1nnc(-c2ccco2)n1N	2%
COC(=O)CN1C(c2ccccc2O)Nc2ccc(Br)cc2C1c1ccccc1 (configuration not stated)	9%
Cc1ccc(C(=O)Nc2c(C)n(C)n(-c3ccccc3)c2=O)cc1	-7%
COc1ccc(N2CCN(C(c3ccc4ncccc4c3)c3nnnn3C(C)C)CC2)cc1 (configuration not stated)	10%[57.5 µM]
O=P1(O)Oc2c(c(-c3ccccc3)cc3ccccc23)-c2c(-c3ccccc3)cc3ccccc3c2O1	-11%
O=C(/C=C/c1ccco1)NC(=S)Nc1cc(C(F)(F)F)ccc1N1CCOCC1	3%
CC1(C)N([O-])C2=C(CCCC2)[N+]1=O	-1%
Cc1cccc(NC(=O)c2cc3c(=O)n4ccccc4nc3n(CC(C)C)c2=N)c1	1%
COCCCNC(=O)CN(c1cc([N+](=O)[O-])ccc1OC)S(C)(=O)=O	-5%
CC1CC(C)CN(CCCCOc2ccc([N+](=O)[O-])cc2)C1 (configuration not stated)	-1%
COc1cc(C(CC(=O)N2CCN(c3ccccc3)CC2)c2c(OC)cc(OC)c3ccc(=O)oc23)cc(OC)c1OC (configuration not stated)	0%[57.5 µM]
OCCCNc1cc(-c2ccnc(Nc3cccc(Cl)c3)n2)ccn1	u
CC1(C)Cc2c(c(-c3ccccc3)nc3sc4c(=O)[nH]c(=S)[nH]c4c23)CO1	6%[57.5 µM]
O=C(c1cnn(C(=O)c2cccc(S(=O)(=O)N3CCOCC3)c2)c1)c1ccccc1O	1%
CCOC(=O)c1sc(=NC(=O)/C=C/c2ccccc2)n(C)c1C	3%
CCN1CCN(CCC2Oc3cc([N+](=O)[O-])ccc3NC2=O)CC1 (configuration not stated)	3%
Following part:
SMILES	ERK EGF block
Cc1c(C(=O)NCC2CCCO2)cccc1[N+](=O)[O-] (configuration not stated)	11%
O=S(=O)(c1ccc(Br)cc1)N1CCN=C1SCc1cccnc1	5%
COc1ccccc1C(N)=S	5%
Cc1cccc(C)c1N(CC(=O)NCc1ccc(F)cc1)C(=O)c1csnn1	-4%
CCOC(=O)C(NC(=O)NCc1cccc(C(F)(F)F)c1)(OCC)C(F)(F)F (configuration not stated)	10%
NC(=S)NNC(=O)c1ccccc1Cl	11%[57.5 µM]
CCN(CC(=O)N1CCN(c2ccccc2)CC1)S(=O)(=O)c1ccc(C)cc1	2%
CCc1nc2n(n1)C(O)c1cc([N+](=O)[O-])ccc1S2 (configuration not stated)	-12%[57.5 µM]
Cc1nc2ccc(NC(=O)c3ccc(Br)o3)cc2s1	-1%
COc1cccc(N2C(=O)CC(N3CCC(C(N)=O)(N4CCCCC4)CC3)C2=O)c1 (configuration not stated)	3%
O=C(N1CCN(c2cccc(Cl)c2)CC1)C1(c2cccs2)CCOCC1	1%
O=C(NCc1ccccc1Cl)c1ccc2nnsc2c1	2%[57.5 µM]
Cc1cc(S(=O)(=O)N2CCN=C2c2ccccc2)c(C)cc1Cl	8%
C[C@H](NC(=O)c1nc[nH]c1C(=O)N[C@@H](Cc1ccccc1)C(=O)OCc1ccccc1)c1ccccc1	-8%[57.5 µM]
NNC(=O)CCc1nc2ccc(O)cc2[nH]1	1%
COC(=O)[C@@H]1C[C@@]1(C)[C@@H](NC(=O)OCc1ccccc1)c1ccccc1	-3%
CC1CCCCC1NCC(=O)Nc1ccccc1-c1ccccc1 (configuration not stated)	5%
COC(=O)[C@@]1(Cc2ccc(F)cc2)[C@H]2c3cc(C(=O)N4CCCC4)n(CCSCCO)c3C[C@H]2CN1C(=O)c1ccccc1	2%
O=C(COc1ncnc2ccc(Br)cc12)NCc1ccco1	-3%[57.5 µM]
CNC(=O)NC(=O)C(C)N1CCN(C/C=C/c2ccccc2)CC1 (configuration not stated)	-8%
c1ccc(Cn2c(CNc3nc4ccccc4n3CCN3CCCCC3)nc3ccccc32)cc1	-3%
COc1ccc(/C=c2\s/c(=C/C(=O)c3ccc(C)cc3)[nH]c2=O)cc1OC	0%
CCC[C@H]1C[C@H](C(=O)N[C@H]([C@@H]2O[C@H](SC)[C@@H](O)[C@H](O)[C@@H]2O)[C@H](C)O)N(C)C1	-10%[25.7 µM]
CC(NCc1nc2ccccc2n1C)C12CC3CC(CC(C3)C1)C2 (configuration not stated)	0%
CCOC(=O)C1CCCN(CCC(=O)Nc2ccccc2C)C1 (configuration not stated)	-5%

Reprinted at random: 3 compounds from above, in no set order.
SMILES	ERK EGF block
NNC(=O)CCc1nc2ccc(O)cc2[nH]1	1%
Cc1cccc(C)c1N(CC(=O)NCc1ccc(F)cc1)C(=O)c1csnn1	-4%
CC(NCc1nc2ccccc2n1C)C12CC3CC(CC(C3)C1)C2 (configuration not stated)	0%

Continued:
SMILES	ERK EGF block
COC(=O)CSc1n[nH]c(=S)s1	1%
CCN(CC)C(=O)CN1C(=O)c2cccc3cccc(c23)C1=O	-5%
CCC(C)NC(=O)Cn1c(-c2ccccc2)cc(C(C)=O)c1C (configuration not stated)	-1%
CNC(=O)c1c(C)noc1C	0%
CC(=O)NC1C(OCc2ccccc2)OC(COC(C)=O)C(OC(C)=O)C1OC(C)=O (configuration not stated)	-12%[57.5 µM]
COc1ccc(NC(=S)Nc2ccc(N(C)C(C)=O)cc2)cc1	2%
Cc1nn(C)c(C(=O)Nc2ccc(S(=O)(=O)NC34CC5CC(CC(C5)C3)C4)cc2)c1Br	11%
CCCCC(CCC(=O)Nc1ccn(-c2ccccc2)n1)C(=O)O (configuration not stated)	8%[57.5 µM]
C/C(CC1CC(C)(C)OC1=O)=N/Nc1nc(-c2ccccc2)cs1 (configuration not stated)	5%
O=[N+]([O-])c1cccc(C(=S)N2CCN(c3ccccc3F)CC2)c1	u
Cc1ccccc1CSCCC(=O)NCCC1=CCCCC1	-4%
COc1ccc(N2C(=O)c3ccccc3NC2c2ccc(OC)c(Cn3nnc4ccccc43)c2)cc1 (configuration not stated)	1%
O=C(Nc1ccc(C(=O)O)cc1)/C(=C\C=C\c1ccccc1)NC(=O)c1cccc(Br)c1	14%

A portion of the library. The share of hits here may be higher or lower than overall.
